Source: PubChem BioAssay (National Center for Advancing Translational Sciences (NCATS))
FLuc modulator: counter-screen for miR-21 project: firefly luciferase inhibitors or activators; AID 588342; Potency, µM (highest dose often 57.5 µM), for the others: top-dose activity change, negative = inhibition, hits mostly inhibitors; actives 6.9% (n = 360,000); P08659; purified FLuc, Km substrates, luminescence inhibition;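 also: plate controls were vehicle for no effect and reference inhibitor for full effect; nearly all actives have a fitted effect of over 55% in size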
Target sequence (P08659 whole entry, looked up): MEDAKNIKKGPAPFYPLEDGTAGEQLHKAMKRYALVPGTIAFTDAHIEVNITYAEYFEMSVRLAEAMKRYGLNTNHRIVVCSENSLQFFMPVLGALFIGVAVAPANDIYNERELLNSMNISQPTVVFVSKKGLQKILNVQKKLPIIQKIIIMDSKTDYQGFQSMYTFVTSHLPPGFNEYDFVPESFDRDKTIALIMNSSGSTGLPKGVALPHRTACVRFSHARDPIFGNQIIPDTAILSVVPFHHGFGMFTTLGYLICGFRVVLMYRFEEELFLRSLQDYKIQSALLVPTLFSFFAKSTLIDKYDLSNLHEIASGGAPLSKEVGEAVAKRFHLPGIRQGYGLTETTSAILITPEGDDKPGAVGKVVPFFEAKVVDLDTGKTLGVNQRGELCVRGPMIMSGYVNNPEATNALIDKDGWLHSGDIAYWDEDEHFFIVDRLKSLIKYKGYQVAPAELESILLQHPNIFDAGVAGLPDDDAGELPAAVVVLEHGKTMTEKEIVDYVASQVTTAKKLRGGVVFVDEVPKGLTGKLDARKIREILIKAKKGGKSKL
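Purified P. pyralis luciferase, 10 nM final, with Km-level 10 uM D-luciferin and 10 uM ATP in 50 mM Tris acetate pH 7.5, 10 mM Mg acetate, 0.01% Tween-20, 0.05% BSA; 6-point qHTS titration about 60 µM downward; luminescence read.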
p53 reactivation: restores transcriptional activity of mutant p53 | AID 504706 | actives 0.063% (n = 320,000) | Potency, µM (titrated, usually from 92.2 µM), inactives show at the highest dose activity change, positive = activation, most hits filed as activators | H1299 p53-A138V BP100-luciferase reporter, luminescence, 24 h; also: % of control where 0% means no effect; nearly all actives have a fitted effect of over 45% in size
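H1299 (p53-null), stable ts p53-A138V + BP100-Luc; 1000 cells/well, Opti-MEM/10% FBS; cpd 4 pt, 1:5; 24 h, 37 deg C, 5% CO2; detection reagent 10 min RT; luminescence.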
Rab9 promoter act: activators of Rab9 promoter; Huh7 Rab9 promoter-luciferase reporter, luminescence, 24 h; Potency, µM (doses to about 9.22 µM), for the others: at the top dose activation, negative = inhibition, actives largely listed as activators; actives 2.8% (n = 320,000); AID 485297; also: % of control where 0% means no effect; nearly all actives have a fitted effect of over 60% in size
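Using Huh7 cells stably transfected with Rab9 promoter–luciferase, compounds were incubated 24 h at 37 °C, 5% CO2; luciferase luminescence was read 10 min after reagent addition.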
RORg inh: ROR gamma (mouse) transcription inhibition | actives 5.4% (n = 310,000) | Potency, µM (top dose mostly 53.6 µM), inactives show at the highest dose activity change, negative = inhibition, most hits filed as inhibitors | P51450 | AID 2551 | Drosophila S2 Gal4-RORgamma UAS-luciferase reporter, 20 h; also: % is scaled to controls: 0 for no effect and ±100 for the full control effect; nearly all actives have a fitted effect of over 60% in size
Target sequence (P51450 whole entry, looked up, the tested form may be a part): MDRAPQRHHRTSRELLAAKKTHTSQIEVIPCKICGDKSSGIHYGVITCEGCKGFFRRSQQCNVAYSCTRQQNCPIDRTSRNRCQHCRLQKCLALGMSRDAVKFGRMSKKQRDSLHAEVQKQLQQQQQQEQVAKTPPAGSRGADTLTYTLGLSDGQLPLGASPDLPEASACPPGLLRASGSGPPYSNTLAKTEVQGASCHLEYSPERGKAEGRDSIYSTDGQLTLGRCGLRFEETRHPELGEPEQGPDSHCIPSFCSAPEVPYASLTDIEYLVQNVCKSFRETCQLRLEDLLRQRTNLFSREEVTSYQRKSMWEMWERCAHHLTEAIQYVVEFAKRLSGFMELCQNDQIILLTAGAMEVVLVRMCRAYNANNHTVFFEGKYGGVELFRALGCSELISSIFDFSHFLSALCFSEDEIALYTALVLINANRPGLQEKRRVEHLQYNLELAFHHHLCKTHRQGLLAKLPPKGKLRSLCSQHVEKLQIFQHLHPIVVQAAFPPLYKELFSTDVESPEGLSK
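In this cell-based reporter format, copper sulfate (700 uM final) drives Gal4–ROR gamma fusion expression from a metallothionein promoter in Drosophila Schneider cells; compounds preincubated 1 hr, reporter read after 20 hr at ambient temperature.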
ELG1 genotox: inducers of genotoxicity in HEK293T ELG1-luciferase cells; actives 1.3% (n = 330,000); Potency, µM (top dose mostly 46 µM), for the others: at the highest dose activity change, positive = activation, actives largely listed as activators; HEK293T ELG1-luciferase reporter, luminescence, 16 h; also: % of control where 0% means no effect; nearly all actives have a fitted effect of over 60% in size
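HEK293T cells expressing luciferase-tagged ELG1 were exposed to compound or DMSO vehicle for 16 hr at 37 °C and 5% CO2. Luciferase activity was then measured with ONE-Glo after 30 min at room temperature.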
CXXC DNA block: inhibitors of human MLL CXXC domain-DNA interaction; Q03164; MLL-CXXC / FITC-HOXA9 DNA fluorescence polarization; Potency, µM (top dose mostly 115 µM), for inactives: top-dose activity change, negative = inhibition, actives largely listed as inhibitors; actives 0.037% (n = 290,000); AID 2662; active = well fitted inhibition curve with a large enough effect in the polarisation, with a control signal flat, not every such curve was filed as active; inconclusive = small, poorly fitted or top-dose-only effect, or effect the other way, or a change in a side signal; inactive = no such curve, though single readings can be large or run the other way; the % refers to the polarisation
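Fluorescence polarization: 7 uM MLL-CXXC (stock) preincubated 5 min with compounds, then 50 nM fluorescein-HOX-A9 DNA (stock) added; 30 min ambient. Buffer 50 mM Tris-HCl pH 7.5, 50 mM NaCl, 1 mM DTT, 0.05% BSA.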
MBNL1 CUG block: inhibitors of human MBNL1 binding to CUG repeat RNA | Q9NR56 | TR-FRET MBNL1-His/biotin-(CUG)12 binding, 665/545 ratio | Potency, µM (highest dose often 57.5 µM), inactives show top-dose activity change, negative = inhibition, most hits filed as inhibitors | actives 0.036% (n = 280,000) | AID 2675; active = well fitted inhibition curve with a large enough effect in the signal ratio, with a control signal flat, not every such curve was filed as active; inconclusive = small, poorly fitted or top-dose-only effect, or effect the other way, or a change in a side signal; inactive = no such curve, though single readings can be large or run the other way; the % refers to the signal ratio; also: % is scaled to controls: 0 for no effect and ±100 for the full control effect
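TR-FRET between His-tagged MBNL1 and biotin-(CUG)12 RNA, detected with Tb anti-His antibody (0.055 ng/ul) and streptavidin-XL665 (5 nM), 60 min at room temperature. Compounds titrated 92 nM to 58 uM; 665/545 nm ratio normalized to buffer and complex controls.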
BRCA1 expr act: BRCA1 expression activation; MCF7-BRCA1-FFLuc reporter, luminescence, 48 h; response scale: scaled: vehicle 0%, 10 µM genistein 100%; actives 1.1% (n = 380,000); Potency, µM (titrated, usually from 46.1 µM), for the others: at the top dose activation, actives largely listed as activators; also: nearly all actives have a fitted effect of over 80% in size; some results filed as inactive show a strong effect at the top dose
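Compounds are tested at multiple concentrations on MCF7 BRCA1-luciferase reporter cells seeded at 2000 per well; after 48 h, a single luminescence end-point is taken and curves fitted to the normalized data.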
NPC1 promoter act: activators of NPC1 promoter | Potency, µM (doses to about 9.22 µM), inactives show at the highest dose activation, most hits filed as activators | Huh7 NPC1 promoter luciferase reporter, 24 h | actives 2.4% (n = 320,000);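 also: % of control where 0% means no effect; nearly all actives have a fitted effect of over 60% in size; reporter is driven by a mutant NPC1 promoter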
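Luminescence from an NPC1 promoter-driven luciferase reporter in stably transfected Huh7 cells was measured after 24 h compound treatment at 37 °C, followed by 10 min ambient incubation with luciferase detection reagent.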
uPA surface inh: inhibitors of cell surface uPA generation; cell surface uPA generation assay, qHTS; Potency, µM (series often up to 38.3 µM), inactives show at the highest dose activity change, negative = inhibition, hits mostly inhibitors; actives 0.31% (n = 330,000); AID 540303; active = well fitted inhibition curve with a large enough effect; inconclusive = small, poorly fitted or top-dose-only effect; inactive = no such curve, though single readings can be large or run the other way; tested in mouse RAW 264.7 cells; also: % is scaled to controls: 0 for no effect and ±100 for the full control effect; nearly all actives have a fitted effect of over 55% in size
Gal4-VP16 FLuc: Gal4-VP16 reporter inhibition counter-screen; Potency, µM (titrated, usually from 53.6 µM), for inactives: at the top dose activity, negative = inhibition, usual class: inhibitors; AID 2546; Drosophila S2 Gal4-VP16 UAS-luciferase, luminescence, 20 h; actives 3.5% (n = 310,000);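 also: Gal4-VP16 expression switched on by copper sulfate through the metallothionein promoter; % is scaled to controls: 0 for no effect and ±100 for the full control effect; nearly all actives have a fitted effect of over 50% in size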
* marks the source's active call; other numbers are inactive results; & = joins results of further samples; [ ] = dose if it differs, or a comment. Unless noted, calls follow the shape of the dose curve; as a rule, active = well fitted curve in the direction sought with a large enough effect; inconclusive = small, poorly fitted or top-dose-only effect, or another doubt; inactive = no such curve, though single readings can be large; an effect the other way counts as inactive or inconclusive. Potency is read from the fitted curve at half-maximal effect. A portion of the library, so the mix of outcomes need not match the whole.

COc1ccc(Nc2nc(N)nc(C(F)(F)F)n2)c(OC)c1 was read as FLuc modulator -3%, p53 reactivation 2%, Rab9 promoter act -4%, RORg inh -9%, ELG1 genotox 4%, CXXC DNA block 6%, MBNL1 CUG block -2%, BRCA1 expr act 20%, NPC1 promoter act 0%, uPA surface inh -6% and Gal4-VP16 FLuc 3%.
Cn1cc(C2N3CC4(C)CN2CC(C)(C3)C4=O)c2ccccc21 (configuration not stated) was read as FLuc modulator -2%, p53 reactivation -3%, Rab9 promoter act -1%, RORg inh -3%, ELG1 genotox -2%, CXXC DNA block 41%[activator], MBNL1 CUG block 2%, BRCA1 expr act 2%, NPC1 promoter act 0%, uPA surface inh -17% and Gal4-VP16 FLuc -15%.
For Cc1ccc(OCC(=O)NC(=S)Nc2cccc(NC(=O)c3ccccc3)c2)cc1 the results were FLuc modulator inconclusive, p53 reactivation -1%, Rab9 promoter act -4%, RORg inh -26%, ELG1 genotox 2%, CXXC DNA block -1%, MBNL1 CUG block -5%, BRCA1 expr act -15%, NPC1 promoter act -3%, uPA surface inh 0% and Gal4-VP16 FLuc -24%.
Screening O=C(NCCc1nnc2ccccn12)c1cccs1 returned FLuc modulator inconclusive, p53 reactivation inconclusive, Rab9 promoter act inconclusive, RORg inh inconclusive, ELG1 genotox inconclusive, CXXC DNA block 31%, MBNL1 CUG block -1%, BRCA1 expr act inconclusive, NPC1 promoter act inconclusive, uPA surface inh -7% and Gal4-VP16 FLuc 3%.
For CCN(CC(=O)N(CC(C)C)c1c(N)n(CC(C)C)c(=O)[nH]c1=O)Cc1nc2ccccc2c(=O)[nH]1 the results were FLuc modulator 1%, p53 reactivation -1%, Rab9 promoter act 0%, RORg inh 4µM*, ELG1 genotox 4%, CXXC DNA block -5%, MBNL1 CUG block -5%, BRCA1 expr act -2%, NPC1 promoter act inconclusive, uPA surface inh 7% and Gal4-VP16 FLuc inconclusive.
`COc1cc2cc(CN(CCCO)S(=O)(=O)c3ccccc3)c(=O)[nH]c2cc1OC` gave FLuc modulator 5%, p53 reactivation -9%, Rab9 promoter act -3%, RORg inh -17%[10 µM], ELG1 genotox 1%, CXXC DNA block 2%, MBNL1 CUG block 4%, BRCA1 expr act -1%, NPC1 promoter act 2%, uPA surface inh 2% and Gal4-VP16 FLuc 4%.
Cc1ccccc1C(=O)c1cccn1CC(=O)N1CCCCCC1 was read as FLuc modulator 0%, p53 reactivation -24%, Rab9 promoter act 16%, RORg inh inconclusive, ELG1 genotox 1%, CXXC DNA block -14%, MBNL1 CUG block -9%, BRCA1 expr act -7%, NPC1 promoter act -1%, uPA surface inh 2% and Gal4-VP16 FLuc -13%.
`O=[N+]([O-])c1ccc(NC2CCCC2)cc1` gave FLuc modulator inconclusive, p53 reactivation -5%, Rab9 promoter act 0%, RORg inh inconclusive, ELG1 genotox -1%, CXXC DNA block 3%, MBNL1 CUG block inconclusive, BRCA1 expr act -3%, NPC1 promoter act 0%, uPA surface inh 10% and Gal4-VP16 FLuc -3%.
CCN(CC(=O)Nc1c(F)cccc1F)C(=O)c1ccc(C)c(S(=O)(=O)N2CCCCC2)c1 was read as FLuc modulator 3%, p53 reactivation -1%, Rab9 promoter act -2%, ELG1 genotox -3%, BRCA1 expr act -19%, NPC1 promoter act 0% and uPA surface inh 0%.
For CC(C)N=C(NC#N)SCc1ccccc1F the results were FLuc modulator -1%, p53 reactivation -3%, Rab9 promoter act 1%, RORg inh 23%, ELG1 genotox -1%, CXXC DNA block 1%, MBNL1 CUG block -4%, BRCA1 expr act 4%, NPC1 promoter act -3% and Gal4-VP16 FLuc 4%.
`CC(=O)N(c1ccc2oc(=O)sc2c1)S(=O)(=O)c1cccc2cccnc12` gave FLuc modulator 0%, p53 reactivation 1%, Rab9 promoter act -1%, RORg inh -17%, ELG1 genotox 9%, CXXC DNA block -1%, MBNL1 CUG block 1%, BRCA1 expr act -23%, NPC1 promoter act 2%, uPA surface inh -5% and Gal4-VP16 FLuc 5%.
Screening COC(=O)C1=C(C)NC(C)=C([N+](=O)[O-])C1c1ccccc1C(F)(F)F (configuration not stated) returned FLuc modulator 1%&-8%, p53 reactivation -4%&1%, Rab9 promoter act -14%[46.1 µM], RORg inh 20%, ELG1 genotox 1%&-1%, CXXC DNA block -4%&1%, MBNL1 CUG block inconclusive, BRCA1 expr act 0%&-4%, NPC1 promoter act -11%[46.1 µM], uPA surface inh -11%&-9% and Gal4-VP16 FLuc 0%.
COC(=O)C(C#N)c1nc2ccccc2nc1N1CCN(Cc2ccc3c(c2)OCO3)CC1 (configuration not stated) was read as FLuc modulator 6%, p53 reactivation 3%, Rab9 promoter act -1%, RORg inh -31%, ELG1 genotox -3%, CXXC DNA block 0%, MBNL1 CUG block 4%, NPC1 promoter act -2% and Gal4-VP16 FLuc 3%.
Screening COC(=O)Nc1ccc(S(=O)(=O)N(C)CC(F)(F)C(F)F)cc1 returned FLuc modulator 0%, p53 reactivation -7%, Rab9 promoter act 2%, RORg inh 39%, ELG1 genotox -6%, CXXC DNA block -8%, MBNL1 CUG block -1%, BRCA1 expr act 1%, NPC1 promoter act -3%, uPA surface inh 6% and Gal4-VP16 FLuc 4%.
For COc1ccc(C(c2nnnn2Cc2ccc(F)cc2)N2CCN(c3ccccc3)CC2)cc1 (configuration not stated) the results were FLuc modulator 6%, p53 reactivation 3%, Rab9 promoter act 1%, RORg inh 5%, ELG1 genotox -5%, CXXC DNA block -3%, MBNL1 CUG block -2%, BRCA1 expr act -31%, NPC1 promoter act -1%, uPA surface inh -1% and Gal4-VP16 FLuc -3%.
`Nc1ncccc1OCc1ccc(Cl)c(Cl)c1` gave FLuc modulator 7.6µM*, p53 reactivation 19%, Rab9 promoter act 1.4µM*, RORg inh -1%, ELG1 genotox inconclusive, CXXC DNA block -8%, MBNL1 CUG block -12%, BRCA1 expr act inconclusive, NPC1 promoter act 2.8µM*, uPA surface inh -11% and Gal4-VP16 FLuc inconclusive.
`CCOCCCn1c(=N)c(S(=O)(=O)c2ccccc2)cc2c(=O)n3cc(C)ccc3nc21` gave FLuc modulator -2%&-3%, p53 reactivation -4%, Rab9 promoter act 0%, RORg inh -6%, ELG1 genotox 9%, CXXC DNA block -8%, MBNL1 CUG block 16%, BRCA1 expr act 4%&7%, NPC1 promoter act 0%, uPA surface inh 5% and Gal4-VP16 FLuc 6%.
For CCC(C(=O)NCCCN1CCOCC1)n1c2ccccc2c2nc(=O)cc(C)n21 (configuration not stated) the results were FLuc modulator 1%, p53 reactivation 13%, Rab9 promoter act -1%, RORg inh 2%, ELG1 genotox 2%, CXXC DNA block 6%, MBNL1 CUG block 1%, BRCA1 expr act 0%, NPC1 promoter act 1%, uPA surface inh 0% and Gal4-VP16 FLuc -6%.
COc1ccc([N+](=O)[O-])cc1NC(=O)COC(=O)C=C(C)C was read as FLuc modulator 0%, p53 reactivation 1%, Rab9 promoter act -4%, RORg inh -3%, ELG1 genotox 3%, CXXC DNA block -23%, MBNL1 CUG block 12%, BRCA1 expr act 3%, NPC1 promoter act -1%, uPA surface inh 1% and Gal4-VP16 FLuc -10%.
`O=S(=O)(c1ccc2ccccc2c1)N1C=CC(C(F)(F)F)=NCC1` gave FLuc modulator -1%, p53 reactivation 1%, Rab9 promoter act 0%, RORg inh -26%, ELG1 genotox 4%, CXXC DNA block inconclusive, MBNL1 CUG block 6%, BRCA1 expr act 9%, NPC1 promoter act -1%, uPA surface inh 5% and Gal4-VP16 FLuc 7%.
O=C(CSc1cccc[n+]1[O-])NN(c1ccccc1)c1ccccc1 was read as FLuc modulator 3%, p53 reactivation 17%, Rab9 promoter act 16%, RORg inh -5%, ELG1 genotox 4%, CXXC DNA block -8%, BRCA1 expr act -4%, NPC1 promoter act 12%, uPA surface inh -9% and Gal4-VP16 FLuc -5%.
Screening C=CCCCCCCCCC(=O)Nc1c[nH]c(=O)[nH]c1=O returned FLuc modulator 3%, p53 reactivation -1%, Rab9 promoter act 0%, RORg inh -18%, ELG1 genotox 0%, CXXC DNA block 3%, MBNL1 CUG block -17%, BRCA1 expr act 2%, NPC1 promoter act -3%, uPA surface inh -8% and Gal4-VP16 FLuc -1%.
